HCMV inh: human cytomegalovirus inhibition | HFF cells, HCMV-luciferase reporter, 72 h; active compounds read low | activity change, negative = inhibition, % at 57.5 µM | 4.5% of 410,000 active | AID 1259415; in the data active = activity change below about -60%; inconclusive = no clear call, values can overlap the other calls; inactive = above about -39%
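Two compound doses tested in HFFs infected with HCMV-luciferase, MOI 1 PFU/cell, 72 h at 37C. Lysate luminescence read with OneGlo; data normalized against buffer-only and 10uM Salinomycin inhibitor controls.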
AMA1 RON2 block: AMA1-RON2 (P. falciparum) interaction inhibition; AlphaScreen AMA1-biotinylated RON2 peptide binding; Potency, µM (doses to about 58.2 µM), without a hit: at the highest dose activity change, negative = inhibition, usual class: inhibitors; 0.2% of 360,000 active; active = well fitted inhibition curve with a large enough effect; inconclusive = small, poorly fitted or top-dose-only effect; inactive = no such curve, though single readings can be large or run the other way;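 note: potency is the fitted concentration of half-maximal effect; 0% = vehicle wells and -100% = peptide control; nearly all actives have a fitted effect of over 45% in size; some results filed as inactive show a strong effect at the top dose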
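AMA1 (3D7) with his tag at 25 nM final met compounds first, then biotinylated RON2 peptide at 25 nM; detection used donor plus acceptor beads, 10 µg/mL apiece, read by AlphaScreen after 30 min at room temperature.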
Numbers without * were called inactive; ? = inconclusive; [ ] = another dose, or the depositor's remark. Unless noted, % is set by controls: 0 for no effect and ±100 for the full control effect. An excerpt; count on the stated rates, not on these rows.

SMILES	HCMV inh	AMA1 RON2 block
Cc1ccc(C(NC(=O)C2CCN(Cc3ccc(Cl)c(Cl)c3)CC2)c2ccccn2)cc1 (centres undefined)	6	16%
O=C(Nc1ccc(Oc2ccccc2)cc1)c1ccc2nc([C@@H]3O[C@H](CO)[C@H](O)[C@H](O)[C@H]3O)[nH]c2c1	-2	15%
CN1OC[C@@H]2CN(C(=O)CCc3ccccc3)[C@H](c3cccc(-c4ccc(C#N)cc4)c3)C[C@@H]21	8	-12%
Cc1nc(C(F)(F)F)ccc1C(=O)N1CCC1(C)C(=O)NS(=O)(=O)c1c(C)noc1C (centres undefined)	-9	-2%
Cc1cn([C@H]2C[C@H](O)[C@@H](CNCc3cnc(N4CCOCC4)s3)O2)c(=O)[nH]c1=O	33	11%
O=C1CC(SCCc2nc3ccccc3[nH]2)C(=O)N1c1ccc(F)c(Cl)c1 (centres undefined)	-33	3%
COc1ccc(S(=O)(=O)NC(C)c2ccc3c(c2)OCCO3)cc1 (centres undefined)	2	-5%
CC1(C(=O)NS(=O)(=O)c2cccs2)CCN1C(=O)Cc1ccccc1 (centres undefined)	-3	-5%
CC1(C(=O)NS(=O)(=O)c2ccc(Cl)cc2)CCN1C(=O)c1cccc(F)c1 (centres undefined)	10	-7%
COc1c2c(c3c(c1OC)c(=O)c1ccccc1n3C)OCO2	-4	2%
O=C(CC1C[C@H](C(=O)N2CCOCC2)[C@@]2(CCC3CCCC3)c3[nH]c4ccccc4c3CCN2C1=O)NCc1cccc(C(F)(F)F)c1 (some centres undefined)	-17	-8%
COC(=O)C(C)Sc1nc2c(c(-c3ccc(OC)cc3)c1C#N)-c1ccccc1C2=O (centres undefined)	-10	-13%
CCCCC[C@H](C)N1C[C@H](COCc2ccccc2)Oc2cc(N3CCC[C@H]3CO)ccc2S1(=O)=O	-16	-19%
N#CC(=C1C=CC(=NO)C(Cl)=C1)c1ccccc1	-98*	?
C[C@@H]1c2ccccc2N2C[C@H](Cc3ccc(C(=O)c4ccccc4)cc3)C[C@@H]12	-12	?
Cc1cccc(C)c1NC(=O)C1c2ccccc2OCC(=O)N1CC(F)(F)F (centres undefined)	2	1%
O=c1[nH]c(=O)n(C2OC(CO)C(O)C2O)c2c1CCCC2 (centres undefined)	17	-3%
CC(C)(C)OC(=O)N1CCC2(CC1)Oc1ccc(F)cc1C(=O)C21CC(c2ccccc2)=NO1 (centres undefined)	-26	-10%
CC1=C(C(=O)N2CCOCC2)CC(CC(=O)NCCN2CCOCC2)C(=O)N1Cc1ccc(F)cc1 (centres undefined)	-20	-6%
Cc1cc(C)c2nc(Nc3nc(CSc4nc5ccccc5[nH]4)cc(=O)[nH]3)nc(C)c2c1	-65*	11%
CC(C)N1CCN(S(=O)(=O)c2ccccc2)c2ccccc21	-6	-23%
CC1(C)CC(Cc2ccc(Cl)nc2)N(C(=O)OC(C)(C)C)C1 (centres undefined)	-27	0%
Cc1ccc(Cn2c(C(CO)Nc3nc(-c4ccc(Cl)c([N+](=O)[O-])c4)cs3)nc3ccccc32)cc1 (centres undefined)	-38	33%[activator]
CCCCCCn1c(=O)n2n(c1=O)[C@@H]1CN(S(=O)(=O)c3ccc(C)cc3)C[C@]1(O)[C@@H](OC(=O)NCc1ccc(OC)c(OC)c1)C2	-10	-6%
CCOc1cc(/C=N/NC(=O)c2nnn(-c3nonc3N)c2C)ccc1OCc1ccc(C)cc1	-19	4%

Next section:
SMILES	HCMV inh	AMA1 RON2 block
C[C@@H]1CN([C@@H](C)CO)C(=O)CCCn2nncc2CO[C@@H]1CN(C)C(=O)NC1CCCCC1	17	-15%
CC(c1nc2ccccc2[nH]1)N(C(=O)C1=NNC(=O)CC1)c1ccccc1 (centres undefined)	49	6%
CCOc1cccc(C2C(C(=O)c3ccc(C)o3)=C(O)C(=O)N2c2nnc(C)s2)c1 (centres undefined)	-6	4%
O=C1C(=NO)CC(c2ccccc2)N1c1ccccc1 (centres undefined)	5	27%
COc1ccc(C(c2nnnn2-c2c(C)cccc2C)N2CCC(n3c(=O)[nH]c4ccccc43)CC2)cc1 (centres undefined)	-69*	-10%
C=CCN(CC=C)C(=O)C1c2ccccc2Oc2ccccc21	?	1%
COc1ccc(C(=Cc2ccccc2)C(=O)O)cc1	-23	21%
COc1cc(C(O)c2nc(-c3cc4ccccc4o3)cs2)ccc1F (centres undefined)	-77*	26%
CC(=O)Nc1cccc(OCc2ccc([N+](=O)[O-])cc2)c1	4	-2%
COc1ccc2c(c1)Cc1c-2cc(Br)c(N)c1Br	4	-10%
O=C(CN1CCN(S(=O)(=O)c2ccc3c(c2)OCCCO3)CC1)N1CCc2ccccc21	17	-12%
O=C(NCCc1nc(-c2ccccc2Cl)no1)C1CCCCC1	17	14%
C=C(C)C1CC=C(C)C(=NNC(=O)c2ccncc2)C1 (centres undefined)	-34	71%[activator]
O=C(Nc1cccc2c1CCCC2)c1cc(C2CCCCN2C(=O)OCCF)on1 (centres undefined)	-28	-4%
Cc1ccc(S(=O)(=O)N2CC3C(=O)CC(c4ccccc4)N(S(=O)(=O)c4ccc(C)cc4)C3CC2c2cccc(Cl)c2)cc1 (centres undefined)	-15	2%
CC1CC(C)C(=NNC(N)=O)C(C(O)CC2CCC(=O)NC2=O)C1 (centres undefined)	?	-9%
CCCC(=O)N1CCCC1(C)C(=O)Nc1ccc(-n2cncn2)cc1 (centres undefined)	-11	-2%
CSC1=NC2(C[C@H]2c2ccccc2)C(=O)N1C (some centres undefined)	16	0%
CC(C)(C)OC(=O)N(CCc1ccccc1)Cc1cccc(OCc2cccc(NC(=O)C3CC3)c2)c1	-40	-1%
CC(=O)Nc1cc(-c2cccc(N)c2)cn2c(-c3ccccc3)cnc12	-16	?
CCOC1CCCc2oc(-c3ccsc3)c(-c3cnc(OC)nc3)c21 (centres undefined)	16	-7%
COc1ccc(-n2nnnc2C(c2ccccc2OC(F)(F)F)N2CCN(C/C=C/c3ccccc3)CC2)cc1 (centres undefined)	-24	-18%
CCCNC(=O)C1(C)CCCN(Cc2ccc(Oc3ccccc3)cc2)C1 (centres undefined)	-24	11%
CCN1C(=O)[C@H]2[C@@H](c3ccc(C)cc3)N[C@]3(CCCN(CCC(C)C)C3=O)[C@H]2C1=O	14	1%
Nc1ccn([C@@H]2O[C@H](C(=O)N3CCN(c4ccc(Cl)cn4)CC3)[C@@H](O)[C@H]2O)c(=O)n1	-4	15%

(further entries)
SMILES	HCMV inh	AMA1 RON2 block
Cc1ccc(-c2nc3c(C)cc(Br)cn3c2Cc2ccsc2)cc1	14	-1%
CCCCCc1ccc2cc(C#N)ccc2n1	2	15%
CCS(=O)(=O)N1Cc2cc(C(=O)NCCOC)nc(-c3cccc(-c4ccncc4)c3)c2[C@@H]1CCO	23	-2%
CC(=O)c1nn(-c2ccccc2)c(=Nc2ccccc2)cc1C	-21	?
O=C(COC(=O)/C=C/c1ccc(Cl)cc1)NCc1cccs1	32	4%
CC(=O)OCc1ccc(C2=CC(=O)CC(C)(C)C2=O)cc1	20	-2%
CCc1nc2ccc(C(=O)Nc3cccc(NS(C)(=O)=O)c3)cn2c1N(C)Cc1nccn1C	-21	2%
FC(F)(F)c1cccc(N2CCCCC2)c1	0	-1%
NC1=NC(=O)C(=Cc2ccccc2)S1	?	-4%
CC(C)(C)NC(=O)C(c1ccc(-c2ccccc2)cc1)n1c(=O)c(-c2ccccc2)nc2ccccc21 (centres undefined)	-9	-4%
Cc1cc(C(=O)N2CCCC(Nc3ccc(C)c(C)c3)C2)nc(C)n1 (centres undefined)	-2	-2%
O=C(NC1CCCCC1)c1[nH]c(C(F)(F)F)nc1-c1ccccc1	-18	-8%
O=C(Cn1cc(COc2c(F)c(F)cc(F)c2F)nn1)c1ccc(O)cc1	-18	7%
Fc1cccc(Cc2c(C3CCCCC3)nc3ccc(Br)cn23)c1	-7	-5%
COc1ccccc1N1CCN(S(=O)(=O)CCNC(=O)C(C)Oc2ccccc2)CC1 (centres undefined)	-3	1%
O=C(Nc1ccc([N+](=O)[O-])cc1NC(=O)c1ccccc1)c1ccccc1	-15	-12%
O=C(NC1=NCCS1)c1cccc(F)c1	119	18%
CCc1nc2c(OCC(=O)c3ccc(F)cc3)cccn2c1N(C)C(=O)C(C)C	-16	3%
COc1ccc(N(C)S(=O)(=O)c2cccc(C(=O)N3CCN(c4cccc(C)c4C)CC3)c2)cc1	-29	3%
COc1ccc(-c2noc(CCC(=O)Nc3cccc(C(=O)NC4CC4)c3)n2)cc1OC	8	9%
O=c1[nH]c2cc3ccccc3cc2nc1-c1nnnn1C1CCCC1	0	-9%
Cc1[nH]c2ccccc2c1SCCN	25	1%
O=C(CC[C@H]1O[C@@H](n2ccc(=O)[nH]c2=O)[C@H](O)[C@@H]1O)NCCCc1ccccc1	36	19%
CCOc1ccc2[nH]c(=S)sc2c1	83	104%[activator]
COc1ccccc1CNc1nc(Nc2cccc(-c3cnco3)c2)c2sccc2n1	?	?

13 entries from above, reformatted:
SMILES,HCMV inh,AMA1 RON2 block
O=C(Cn1cc(COc2c(F)c(F)cc(F)c2F)nn1)c1ccc(O)cc1,-18,7%
Fc1cccc(Cc2c(C3CCCCC3)nc3ccc(Br)cn23)c1,-7,-5%
COc1ccccc1N1CCN(S(=O)(=O)CCNC(=O)C(C)Oc2ccccc2)CC1 (centres undefined),-3,1%
O=C(Nc1ccc([N+](=O)[O-])cc1NC(=O)c1ccccc1)c1ccccc1,-15,-12%
O=C(NC1=NCCS1)c1cccc(F)c1,119,18%
CCc1nc2c(OCC(=O)c3ccc(F)cc3)cccn2c1N(C)C(=O)C(C)C,-16,3%
COc1ccc(N(C)S(=O)(=O)c2cccc(C(=O)N3CCN(c4cccc(C)c4C)CC3)c2)cc1,-29,3%
COc1ccc(-c2noc(CCC(=O)Nc3cccc(C(=O)NC4CC4)c3)n2)cc1OC,8,9%
O=c1[nH]c2cc3ccccc3cc2nc1-c1nnnn1C1CCCC1,0,-9%
Cc1[nH]c2ccccc2c1SCCN,25,1%
O=C(CC[C@H]1O[C@@H](n2ccc(=O)[nH]c2=O)[C@H](O)[C@@H]1O)NCCCc1ccccc1,36,19%
CCOc1ccc2[nH]c(=S)sc2c1,83,104%[activator]
COc1ccccc1CNc1nc(Nc2cccc(-c3cnco3)c2)c2sccc2n1,?,?

Additional records follow:
SMILES	HCMV inh	AMA1 RON2 block
CN1OC[C@@H]2CN[C@H](c3ccc(-c4ccc(C#N)cc4)cc3)C[C@@H]21	57	3%
COCCNC(=O)C1(C)CCCN(Cc2cc(C(F)(F)F)ccc2Cl)C1 (centres undefined)	2	6%
COc1ccc(CNC(=O)c2ccc(-c3c(C)noc3C)c3ccoc23)cc1OC	46	-10%
CCOC(=O)[C@@H]1[C@H]2COc3cc(OC)ccc3[C@@H]2N2C(=O)N(c3ccc(Cl)cc3)C(=O)[C@]12C	-28	0%
Cn1c(=O)c2c(nc(OC3CCCCCC3)n2C)n(C)c1=O	?	8%
CSc1ccc(CN2C(=O)C(C)Oc3c(C(C)=O)cccc32)cc1 (centres undefined)	-9	-6%
CCC(C)C(CO)NC(=O)/C=C/[C@H]1O[C@@H](n2cnc3c(NC(=O)c4ccccc4)ncnc32)[C@H](O)[C@@H]1O (some centres undefined)	0	28%
CCCCCCN1CCN(C2CN(Cc3ccc(C)cc3)S(=O)(=O)C2)CC1 (centres undefined)	-7	0%
Cc1ccc(S(=O)(=O)N2CCC(=O)N([C@H](CO)Cc3ccccc3)CC2)cc1	-8	2%
CCN(CC)C(=O)c1cccc(-c2csc(C(C)(O)c3cccc(OC)c3)n2)c1 (centres undefined)	-78*	-6%
O=C(C[C@H]1C(=O)N(c2ccc(Br)cc2)C[C@@H]1Cc1ccccc1)Nc1ccccc1	33	16%
Cc1ccc(-c2nc(NCCCN(C)C)c3ccccc3n2)cc1	26	-7%
COC(=O)c1ccc(CNC(=O)Cn2cc(C)c(=O)[nH]c2=O)cc1	9	-12%
O=Nc1c(O)c2ccccc2c2ccccc12	-98*	6%
Clc1ccc(-c2ccnc3nc(N4CCOCC4)nn23)c(Cl)c1	5	0%
CC(=O)Nc1ccc(NCCc2ccco2)cc1	19	-3%
CCOC(=O)[C@]12CCC=C1N(Cc1ccco1)C(=O)[C@H](CC(=O)NCc1ccc(OC)c(OC)c1)C2	5	-7%
CCN(CC(=O)Nc1ccc(NC(C)=O)cc1)C(=O)C1CC(=O)N(c2ccc3c(c2)OCCO3)C1 (centres undefined)	-35	155%[activator]
Cc1ccnc(NC(=O)c2cccc(NC(=O)c3ccc(Cl)cc3)c2)c1	-18	4%
COc1cc(Cl)ccc1OC1(C)CCN(Cc2ccccc2OC(F)F)C1 (centres undefined)	4	-12%
CN1C=CC(=C[N+](=O)[O-])N(C)C1=O	-16	6%
CC1=CC(=O)Nc2ncccc2O1	14	64%[activator]
C=CCCC1CN(CCCC)S(=O)(=O)c2c(F)cccc2O1 (centres undefined)	?	16%
CC1(C(=O)NS(=O)(=O)c2cccc(F)c2)CCN1C(=O)Cc1cccs1 (centres undefined)	-21	10%
COC(=O)C[C@H]1C=C[C@H](NC(=O)C2CCOCC2)[C@@H](CO)O1	-16	-10%
O=C(/C=C1\OCc2cc(OCc3ccccc3)ccc21)OCc1ccccc1	-19	0%
COc1cc2c(cc1OC(C)=O)CCCCC2=O	-13	-8%
CC(=O)c1ccc(O)c(CC=C(C)C)c1O	-7	0%
